Compound activity (PubChem)
FadD28 FP inh: inhibitors of FadD28 bisubstrate probe binding, primary screen, biochemical, fluorescence polarization, single point; Mycobacterium tuberculosis FadD28 fatty-acid-AMP ligase; AID 588549, 2011; 0.22% of 360,000 active; inhibition, % at 12.5 µM; in the data active means inhibition above about 8.5%, passing the limit was not always enough; inconclusive means no clear call, values can overlap the other calls
BoNT A protease: BoNT/A light chain protease inhibitors, primary screen, biochemical, flow cytometry, MLPCN library | multiplex microsphere protease substrate cleavage | inhibition, % at 10 µM | 0.17% of 360,000 active | AID 588499, 2011 | Botulinum neurotoxin type A light chain protease (Clostridium botulinum A str. ATCC 3502); in the data active means inhibition above about 30%; inconclusive means no clear call, values can overlap the other calls; further: plate controls were buffer without enzyme for full effect and enzyme alone for no effect
Mtb FBA inh: Mtb FBA enzyme inhibitors, primary screen, biochemical, fluorescence, strain H37Rv; Fructose-bisphosphate aldolase (Mycobacterium tuberculosis (strain ATCC 25618 / H37Rv)), …; purified M. tuberculosis FBA, fluorescence read-out; inhibition, % at 1 µM; 2.3% of 360,000 active; AID 588726, 2011; in the data active means inhibition above about 27%;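 further: 0% = vehicle and 100% = reference inhibitor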
Target sequence (P9WQA3 whole entry, looked up): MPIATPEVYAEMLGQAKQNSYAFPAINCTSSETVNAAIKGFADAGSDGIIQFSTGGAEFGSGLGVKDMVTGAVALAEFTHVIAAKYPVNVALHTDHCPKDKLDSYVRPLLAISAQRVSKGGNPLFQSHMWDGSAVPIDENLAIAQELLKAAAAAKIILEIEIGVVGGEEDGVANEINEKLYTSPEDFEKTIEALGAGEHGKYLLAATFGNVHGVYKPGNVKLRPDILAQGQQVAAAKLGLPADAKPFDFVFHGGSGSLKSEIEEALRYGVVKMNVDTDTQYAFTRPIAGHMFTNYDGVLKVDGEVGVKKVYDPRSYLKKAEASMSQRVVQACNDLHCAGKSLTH
Mtb BioA inh: M. tuberculosis BioA enzyme inhibitors, primary screen, biochemical, plate reader, single point, HTS; purified M. tuberculosis BioA enzyme; inhibition, % at 9.99 µM; 0.096% of 360,000 active; AID 602481, 2012; in the data active means inhibition above about 40%; inconclusive means no clear call, values can overlap the other calls
CCHFV vOTU inh: CCHFV vOTU protease inhibitors, primary screen, biochemical, Pep-AMC substrate, fluorescence | 0.55% of 370,000 active | Crimean-Congo hemorrhagic fever virus L polyprotein viral ovarian tumor (vOTU) protease … | inhibition, % at 11.5 µM; further: 0% = vehicle wells with enzyme and 100% = no enzyme wells
BoNT F protease: BoNT/F light chain protease inhibitors, primary screen, biochemical, flow cytometry, MLPCN library | Multiplex microsphere protease cleavage assay | Botulinum neurotoxin type F light chain protease (Clostridium botulinum) | 0.22% of 360,000 active | inhibition, % at 10 µM; in the data active means inhibition above about 35%, passing the limit was not always enough; inconclusive means no clear call, values can overlap the other calls; further: plate controls were buffer without enzyme for full effect and enzyme alone for no effect
PrPC TRFRET: inhibitors of human cell surface prion protein PrPC, primary screen, cell-based, TR-FRET. 0.43% of 370,000 active. TR-FRET read-out. inhibition, % at 13.8 µM. Major prion protein (Homo sapiens), P04156; in the data active means inhibition above about 24%; further: 0% = median of the test wells and 100% = reference compound wells
Mtb UGM inh: M. tuberculosis UGM enzyme inhibitors, primary screen, biochemical, fluorescence polarization, single point. UDP-galactopyranose mutase (Mycobacterium tuberculosis (strain ATCC 25618 / H37Rv)), …. purified UGM, fluorescence polarization probe displacement. inhibition, % at 10 µM. 0.06% of 320,000 active. AID 504406, 2011; in the data active means inhibition above about 10%, passing the limit was not always enough; inconclusive means no clear call, values can overlap the other calls
Target sequence (P9WIQ1 whole entry, looked up): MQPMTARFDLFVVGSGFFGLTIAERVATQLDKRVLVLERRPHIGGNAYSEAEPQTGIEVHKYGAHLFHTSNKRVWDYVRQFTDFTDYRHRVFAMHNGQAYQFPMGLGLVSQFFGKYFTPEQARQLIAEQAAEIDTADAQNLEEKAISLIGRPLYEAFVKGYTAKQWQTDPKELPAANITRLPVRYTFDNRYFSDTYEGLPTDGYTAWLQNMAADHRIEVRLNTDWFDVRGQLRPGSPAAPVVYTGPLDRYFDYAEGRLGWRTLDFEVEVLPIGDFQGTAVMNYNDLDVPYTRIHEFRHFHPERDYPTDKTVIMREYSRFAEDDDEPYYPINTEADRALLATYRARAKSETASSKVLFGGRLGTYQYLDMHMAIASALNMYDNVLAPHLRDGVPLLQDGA
GDH-TPI counter: GDH-TPI coupling enzyme inhibitors, primary screen, artefact control for M. tuberculosis FBA inhibitor project, biochemical, absorbance, full deck | GDH-TPI coupled enzyme counterscreen, NADH absorbance | inhibition, % at 4.8 µM | 1.2% of 360,000 active | AID 588335, 2011;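 further: 0% = DMSO wells and 100% = wells lacking the enzyme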
Active calls of the source: *; u = inconclusive; x = no result given; + = active, no number. Unless noted, no stated cut-off is given here; in the data, active means inhibition above about 30%; inactive means the rest.

SMILES	FadD28 FP inh	BoNT A protease	Mtb FBA inh	Mtb BioA inh	CCHFV vOTU inh	BoNT F protease	PrPC TRFRET	Mtb UGM inh	GDH-TPI counter
COc1cc(C(O)P(=O)(OC(C)C)OC(C)C)cc(OC)c1OC (configuration not stated)	-0.8	0.0	2	0.8	-1	-3	-4	2.5	-3
CNC(=O)C1CC(=O)N/C(=N/N=C(\C)c2cccs2)S1 (configuration not stated)	-2.6	-0.1	-5	-0.4	11	0	-3	-0.4	37*
Cc1ccc(C(=O)N2CCN(c3ccc(C(F)(F)F)cn3)CC2)c(C)c1	-2.1	-0.3	6	8.9	8	-8	4	-1.3	-5
O=C(Nc1ccc2c(c1)OCO2)c1csc([C@@H]2O[C@H](CO)[C@H](O)[C@H](O)[C@H]2O)n1	-0.5	-0.1	0	2.4	5	-3	-2	x	8
COc1cc(/C=N/N=C2/NC(=O)C(CC(=O)O)S2)ccc1OCc1ccc(Cl)cc1 (configuration not stated)	1.2	-0.3	-5	x	34*	3	-4	1.7	51*
Cc1ccccc1-n1c(-c2ccc([N+](=O)[O-])cc2)nc2ccccc2c1=O	0.2	-0.1	1	x	5	0	-14	0.0	6
COc1ccc(CCNC(=O)CCCCn2c(=O)[nH]c3ccccc3c2=O)cc1OC	-0.2	-0.8	-3	x	-8	-15	10	5.4	7
O=C(COc1ccc(S(=O)(=O)N2CCCC2)cc1Cl)NC1CCCC1	-2.3	-3.0	-1	-3.0	1	-6	1	-1.3	-11
Cc1ccccc1CC(=O)N1CCC(CCC(=O)NC2CC2)CC1	-1.9	0.0	-3	-13	6	-5	3	x	2
COCCCNC(=S)NCCNc1nc2cc(C)cc(C)c2cc1C#N	-4.7	0.5	21	x	-20	8	-2	-0.8	2
CC(=O)c1ccc(Oc2cc(C(F)(F)F)cnc2C(N)=O)cc1	0.6	-1.1	-3	0.3	4	-2	-1	-1.5	3
CCN(CC)c1ncnc2c1ncn2[C@H]1CN(Cc2ccc3c(c2)OCO3)C[C@@H](CO)O1	-3.3	-0.1	-1	-0.2	16	-6	-2	x	7

Reformatted comma-delimited: part of the list above
molecule,FadD28 FP inh,BoNT A protease,Mtb FBA inh,Mtb BioA inh,CCHFV vOTU inh,BoNT F protease,PrPC TRFRET,Mtb UGM inh,GDH-TPI counter
O=C(COc1ccc(S(=O)(=O)N2CCCC2)cc1Cl)NC1CCCC1,-2.3,-3.0,-1,-3.0,1,-6,1,-1.3,-11
Cc1ccccc1CC(=O)N1CCC(CCC(=O)NC2CC2)CC1,-1.9,0.0,-3,-13,6,-5,3,x,2
COCCCNC(=S)NCCNc1nc2cc(C)cc(C)c2cc1C#N,-4.7,0.5,21,x,-20,8,-2,-0.8,2
CC(=O)c1ccc(Oc2cc(C(F)(F)F)cnc2C(N)=O)cc1,0.6,-1.1,-3,0.3,4,-2,-1,-1.5,3
CCN(CC)c1ncnc2c1ncn2[C@H]1CN(Cc2ccc3c(c2)OCO3)C[C@@H](CO)O1,-3.3,-0.1,-1,-0.2,16,-6,-2,x,7

Continuation.
SMILES	FadD28 FP inh	BoNT A protease	Mtb FBA inh	Mtb BioA inh	CCHFV vOTU inh	BoNT F protease	PrPC TRFRET	Mtb UGM inh	GDH-TPI counter
CC(NC(=O)c1ccc(=O)oc1)c1ccccc1 (configuration not stated)	-2.2	0.2	0	0.0	25	5	5	2.0	59*
COc1cc(/C=C(\C#N)c2nc3c(s2)CC(C)CC3)ccc1O (configuration not stated)	2.3	0.9	-9	-1.8	10	-3	-19	-6.9	16
Cc1cccc(C(=O)NCC2CCN(C(=O)c3cccc(C)c3)CC2)c1	-2.8	-2.8	0	1.1	1	-4	7	1.0	1
Cc1ccc(C)c(N2CCN(C(=O)Cc3cn(C)c4ccccc34)CC2)c1	1.0	-0.3	1	-0.5	3	-13	0	-0.1	-2
Fc1ccccc1CN1Cc2ccccc2-n2nncc2C1	-4.6	-0.3	-1	-0.8	8	2	5	x	-5
CCC(C)(C)n1nnnc1CN(Cc1cccs1)Cc1cc2cc(OC)ccc2[nH]c1=O	-3.6	0.6	8	x	-6	5	0	4.0	-5
Cc1ccc(Oc2ccc(NC(=O)CSc3n[nH]c(N)n3)cc2)cc1	-5.2	-0.2	32*	x	-4	-1	4	-1.5	11
N#Cc1cc([N+](=O)[O-])ccc1NC(=O)COC(=O)c1cnccn1	-2.9	-0.7	-3	x	11	6	-27	-0.3	11
CCN(CC)C(=O)CSc1nnc(-c2cccs2)n1Cc1ccco1	0.8	-0.1	-1	-0.2	-5	1	-3	-1.6	-4
O=C(CCn1nc(-c2ccccc2)ccc1=O)N1CCCC1	-0.9	0.8	6	-1.6	3	10	3	1.0	7
Cc1cc(N2CCOCC2)nc2cc(O)ccc12	0.5	-0.7	32*	-0.6	-52	6	6	-1.4	14
CCC(C)(C(=O)NC1CCCCC1)N(CC1CCCO1)C(=O)CNC(=O)c1ccccc1 (configuration not stated)	-2.3	-0.3	0	x	-16	3	4	1.9	4
CC(=O)N/C(=N\c1nc(C)cc(C)n1)Nc1ccccc1Cl	-0.5	-0.3	2	-1.5	-5	-17	4	x	7
O=c1oc2cc(O)ccc2c2c1CCCC2	-3.2	-1.1	+	-0.2	-315	-1	-6	5.3	7
COc1cccc(N2CCN(Cc3nnnn3C3CCCCC3)CC2)c1	0.6	0.1	6	x	-4	3	6	-0.5	6
COc1ccc(NS(=O)(=O)c2ccc3c(c2)NC(=O)CCS3)cc1Cl	0.3	0.3	2	2.4	5	8	23	-0.2	15
COc1cccc(-c2nn(-c3ccccc3)cc2/C=C\C(=O)c2cccs2)c1	-3.3	0.7	4	-1.4	-8	4	-13	0.4	7
O=C(O)C1CCN(C(=O)Cc2ccccc2)CC1	0.0	-0.2	3	0.7	7	-4	0	-0.6	-1
CCCCNC(=O)C1CCCN1S(=O)(=O)c1cccc2nsnc12 (configuration not stated)	-0.7	1.2	4	-1.2	7	3	-25	0.5	9
Cc1c(C)c2ccc(OCC(=O)Nc3ccccn3)c(C)c2oc1=O	-0.8	x	8	13	15	x	-3	0.6	1
COc1cc2ncnc(NCc3cccs3)c2cc1OC	-4.5	-0.4	1	x	8	-2	-1	1.2	1
O=C(CBr)Nc1c2c(nn1-c1ccccc1)CSC2	-2.2	-2.5	4	1.2	3	-7	2	3.0	2
Cc1ccc2c(CC(=O)N3CCN(c4ccccc4)CC3)coc2c1	0.4	0.0	1	13	-2	-4	8	0.9	-2
COCCN(C(=O)COC(=O)COc1ccc2ccccc2c1)c1c(N)n(Cc2ccccc2)c(=O)[nH]c1=O	-3.0	-0.1	0	-2.3	4	4	6	x	-3
O=C(Cc1ccccc1)N1CCN(Cc2ccccn2)CC1	-0.1	-0.2	-1	-0.9	3	-14	6	-0.7	-2
O=S(=O)(c1ccccc1F)N1CCN(Cc2cc3c(cc2Br)OCCO3)CC1	-0.7	-0.7	0	-4.2	23	3	3	1.0	7
CC(C)c1nnc(NC(=O)c2cccnc2)s1	-1.1	-0.2	1	-1.2	-4	4	-1	1.5	14
COc1cc2cc(C(=O)N3CCc4ccccc4C3)[nH]c2cc1OC	-1.3	-1.0	1	-1.1	12	0	5	3.3	5
CCOC(=O)N1CCN(C(=S)NC(=O)c2cncc(Br)c2)CC1	-3.6	-0.8	-2	x	-1	-3	-5	1.9	-9
OCC1(Cc2ccccc2Cl)CCN(C/C=C/c2ccccc2)CC1	-0.8	-0.3	3	2.1	13	0	-16	-3.7	-1
N#Cc1nc(-c2ccc(OCc3ccc(Cl)cc3)cc2)oc1N1CCC(C(N)=O)CC1	0.5	-0.3	9	-2.0	-3	-3	5	0.4	1
c1ccc(CNc2nc(CN3CCOCC3)nc3scc(-c4ccccc4)c23)cc1	-3.1	0.6	1	5.5	4	-1	-1	0.1	6
CC1(C)C(=O)OC(C(=O)c2ccccc2)C(C)(C)C1=O (configuration not stated)	-1.9	2.7	2	0.4	-1	3	-1	0.9	1
O=C(Nc1cc(Br)c(O)c(Br)c1)c1cccc(NC(=O)c2ccco2)c1	-1.0	1.0	-7	1.4	5	u	-2	0.6	11
O=[N+]([O-])c1ccc(COc2ccc(CN3CCCCC3)cc2)cc1	-1.7	0.1	2	0.6	-4	-8	-10	x	9
CCS(=O)(=O)c1ncc(CO)n1CCc1ccccc1	-0.7	-3.9	1	0.7	1	u	-3	-1.2	-4
CCCc1nnc(NC(=O)CNc2ccc(F)cc2)s1	0.6	-1.0	2	-0.2	-1	7	1	-3.2	-5
CC(CO)NS(=O)(=O)c1ccc(Br)cc1F (configuration not stated)	-3.9	-0.1	-2	-0.1	-5	-1	3	x	5
O=C(N/N=C/c1ccc2c(c1)OCO2)c1ccc(COc2cccc3cccnc23)cc1	-1.3	-0.8	2	x	4	-2	19	1.7	5
COc1ccc(N2CCN(c3nc4ccc(C)cn4c(=O)c3C=O)CC2)cc1	-0.8	0.6	-2	x	0	0	0	-1.2	12
Cc1nnc(SCc2ccc(F)cc2Cl)s1	-3.7	-0.4	0	-1.1	-4	-2	-2	1.3	-6
O=C(CCCO)CCCCCCCCC[C@H]1N[C@H](CO)[C@@H](O)[C@@H]1O	-0.2	-0.3	3	0.9	10	-7	1	0.3	12
CN(c1ccc(F)cc1)S(=O)(=O)c1ccc(Cl)c(C(=O)NC2(C)CCS(=O)(=O)C2)c1 (configuration not stated)	1.1	-2.0	1	-1.5	-8	-6	-2	0.0	0
COC(=O)CS(=O)(=O)c1cc([N+](=O)[O-])ccc1NC(=O)OC	0.2	0.7	3	x	13	4	-10	-1.2	3
CC(=O)Nc1ccc(NC(=O)CSc2nnc(C3CC3)n2-c2ccccc2)cc1	1.3	-0.2	5	-5.1	-7	-4	0	-1.4	-4
CCCCn1c(N)c(N(CCOC)C(=O)c2cccc(S(=O)(=O)N(C)c3ccccc3)c2)c(=O)[nH]c1=O	-2.6	2.8	-2	1.3	5	2	8	4.8	3
C=CCNc1cc(F)ccc1S(=O)(=O)NCC=C	-1.8	-0.5	0	0.3	-2	0	5	x	2
O=C(CCN1C(=O)C2C3C=CC(C3)C2C1=O)N1CCCCC1 (configuration not stated)	1.0	-0.5	1	x	-2	2	-3	-0.2	-1
CC(=O)Oc1ccc(N2C(=O)CC(N3CCOCC3)C2=O)cc1 (configuration not stated)	-2.8	-0.3	3	3.1	0	-14	-2	1.2	-6
COc1cccc2sc(=NC(=O)CS(=O)(=O)c3ccc(F)cc3)n(C)c12	-3.6	-3.5	0	-0.9	27	2	13	1.8	8
CNC(=O)c1ccc(NC(=O)c2ccccc2OCc2c(C)noc2C)cc1	-2.9	-0.4	0	1.1	14	-3	-2	x	0
CCCCn1nnnc1C(c1ccnc2ccccc12)N1CCN(C/C=C/c2ccccc2)CC1 (configuration not stated)	-4.1	-0.6	0	0.2	5	1	0	x	x
COc1nc(N2CCCCCC2)nc(N2CCCCCC2)n1	-0.9	u	2	-2.0	8	u	5	1.4	1
CCOc1ccc(-c2n[nH]c(C)c2-c2ccccn2)c(O)c1	-1.9	-0.3	0	x	7	-4	4	4.3	2
CCOc1cc(/C=C2/C(=N)N3C(=NC2=O)SN=C3S(C)(=O)=O)ccc1OS(=O)(=O)c1ccccc1	-14	-0.4	0	0.9	x	2	x	2.1	7
COc1ccc(NC(=S)Nn2cnnc2)c(OC)c1	-1.2	1.1	-2	-0.2	-3	-31	1	0.7	3
CC(=O)Nc1cccc(NC(=O)C(C)N2c3cccc4cccc(c34)S2(=O)=O)c1 (configuration not stated)	-5.0	2.2	-2	-0.5	-8	-2	-4	-0.7	5
